High-throughput results deposited in PubChem BioAssay by Broad Institute.
PGC1a acetyl inh – modulators of PGC1a acetylation; AID 651687; inhibition, % at 15.6 µM; actives 0.17% (n = 350,000); U2OS PGC1a acetylation, AlphaScreen anti-acetyl-lysine; with virally co-expressed GCN5 acetyltransferase;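 active means every replicate shows inhibition of at least 40%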;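 further: 0% = neutral control wells and 100% = positive control wells; some results beyond the cut were filed as inactive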
ERAP1 inh – blocks human ERAP1 aminopeptidase activity; Q9NZ08; recombinant ERAP1, Leu-AMC fluorescence, 60 min; inhibition, % at 10.7 µM; actives 0.15% (n = 340,000); AID 652197;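 active means mean replicate inhibition of at least 30%, or all replicates individually reaching that 30% level; inactive means mean below 30% and not every replicate reaching it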;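 further: 0% = neutral control wells and 100% = L-leucinethiol positive control wells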
RAD54 inh – RAD54 (human) branch migration inhibition. Q92698. RAD54 Holliday junction branch migration, FAM/BHQ fluorescence. inhibition, % at 10.4 µM. actives 0.14% (n = 360,000). AID 602329;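 active means mean normalized replicate activity at least 40 and at least half of replicates scoring 40 or more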;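 further: 0% = median of neutral control wells and 100% = median of positive control wells; inhibitors cause a drop in the FAM fluorescence signal; in these data hits start at about 50%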
PglD DTNB – PglD (C. jejuni) enzyme inhibition; actives 0.098% (n = 360,000); AID 602405; inhibition, % at 12.5 µM; purified PglD enzyme, DTNB colorimetric CoA detection; in the data active means inhibition above about 16%, passing the limit was not always enough; further: strong numbers were not always called active
miR-122 sensor – miR-122 inhibition in Huh7 cells | Huh7 miR-122 Renilla luciferase sensor, 48 h; neutral wells = 0, positive control = 100 | activation (reporter increase), % at 12.5 µM | actives 0.3% (n = 340,000) | AID 602342;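 active means mean replicate activation score at least 90 and every replicate individually at or above 90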;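 further: higher luciferase means less miR-122 activity so hits act as miR-122 inhibitors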
RAD52 inh – inhibitors of human RAD52 DNA annealing. actives 0.46% (n = 360,000). recombinant RAD52 DNA annealing, FRET fluorescence. P43351. inhibition, % at 18.7 µM;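 active means every replicate showing at least 50% inhibition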
Target sequence (P43351 whole entry, looked up): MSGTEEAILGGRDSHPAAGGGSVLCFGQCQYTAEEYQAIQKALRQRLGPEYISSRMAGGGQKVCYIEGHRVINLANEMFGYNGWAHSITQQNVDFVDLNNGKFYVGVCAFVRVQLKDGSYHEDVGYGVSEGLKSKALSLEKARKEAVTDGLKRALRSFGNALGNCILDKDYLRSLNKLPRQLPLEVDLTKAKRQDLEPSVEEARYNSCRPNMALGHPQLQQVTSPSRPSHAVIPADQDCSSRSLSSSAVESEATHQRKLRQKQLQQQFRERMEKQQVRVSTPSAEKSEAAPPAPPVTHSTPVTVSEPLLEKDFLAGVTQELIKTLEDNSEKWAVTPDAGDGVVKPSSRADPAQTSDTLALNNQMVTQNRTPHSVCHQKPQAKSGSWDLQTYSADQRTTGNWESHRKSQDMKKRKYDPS
E-selectin induc – E-selectin induction on HUVECs. P16581. HUVEC E-selectin immunofluorescence imaging; normalized: neutral wells 0, TNF-alpha wells 100. actives 0.37% (n = 260,000). activation, % at 7.58 µM. AID 686992;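 active means mean E-selectin-positive cell signal at least 10% of the positive control, reached in at least 60% of replicates, without over 20% cell loss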;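 further: in these data hits start at about 27%; measured in HUVEC primary endothelial cells; signal is the percent of cells scored E-selectin positive by PE staining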
Target sequence (P16581 whole entry, looked up): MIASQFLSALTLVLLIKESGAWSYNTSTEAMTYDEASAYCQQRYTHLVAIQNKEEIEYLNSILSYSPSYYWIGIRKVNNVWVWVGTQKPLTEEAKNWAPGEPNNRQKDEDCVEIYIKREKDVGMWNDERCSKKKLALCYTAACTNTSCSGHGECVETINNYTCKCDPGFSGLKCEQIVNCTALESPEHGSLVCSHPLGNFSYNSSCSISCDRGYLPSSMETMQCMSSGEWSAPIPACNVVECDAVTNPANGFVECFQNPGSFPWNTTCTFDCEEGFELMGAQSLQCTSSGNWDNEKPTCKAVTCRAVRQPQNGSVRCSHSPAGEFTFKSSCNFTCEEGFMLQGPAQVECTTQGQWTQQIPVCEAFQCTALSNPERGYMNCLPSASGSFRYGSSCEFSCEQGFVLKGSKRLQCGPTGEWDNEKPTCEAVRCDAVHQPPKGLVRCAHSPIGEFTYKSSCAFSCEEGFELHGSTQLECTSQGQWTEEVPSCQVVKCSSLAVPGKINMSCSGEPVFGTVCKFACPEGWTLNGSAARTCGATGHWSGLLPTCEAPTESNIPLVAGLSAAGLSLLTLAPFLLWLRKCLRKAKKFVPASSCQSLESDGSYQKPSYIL
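System: HUVEC, human umbilical vein endothelial cells; quantity: 3,000 cells/well; buffer or medium: EGM-2 medium, gelatin-coated wells; dosing: single-point compound dose; detection: immunofluorescence imaging; evaluation: % PE-positive cells; benchmarks: TNF-alpha, DMSO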
Cneo AK release – causes C. neoformans cell lysis. lysis activity, % at 15 µM. adenylate kinase release luminescence, 4 h; normalised: neutral wells 0, clomiphene wells 100. actives 0.2% (n = 360,000). AID 651654;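 active means mean lysis activity across replicates of at least 80%, whatever share of replicates individually reach that level; inactive means mean lysis activity below 80%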
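Schedule: static 4 h at 37 °C with compound, 1 h detection; system: C. neoformans cells; benchmarks: Clomiphene as positive control; buffer or medium: fresh YPD medium; measure: luminescence rise reflecting yeast cell lysis; measured by: luminescent adenylate kinase detection reagent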
An asterisk follows results filed as active; i = inactive; x = not tested or not shown; & = joins results of further samples; [ ] = remark or other dose.

SMILES	PGC1a acetyl inh	ERAP1 inh	RAD54 inh	PglD DTNB	miR-122 sensor	RAD52 inh	E-selectin induc	Cneo AK release
COc1cccc(S(=O)(=O)N2CC[C@H]3[C@@H](CO)N(C)c4ccc(C#Cc5ccc(F)cc5)cc4[C@H]32)c1	-8	-1	20	6	-10[16.7 µM]	-3	0.6	-7
O=C(CSc1ccc2nnc(-c3ccccn3)n2n1)NCc1ccc2c(c1)OCO2	-2	1	13	1	-5	-4	0.0	-1
C[C@@H]1CN([C@@H](C)CO)S(=O)(=O)c2ccc(-c3ccc(F)cc3)cc2O[C@@H]1CN(C)S(C)(=O)=O	-15	0	-5	0	22[16.7 µM]	16	-0.5	5
C[C@H](CO)N1C[C@H](C)[C@H](CN(C)C(=O)Nc2ccc(F)cc2)Oc2c(NS(=O)(=O)c3ccccc3)cccc2C1=O	5	-1	-6	1	3[16.7 µM]	5	0.3	-3
C[C@H]1CN([C@@H](C)CO)C(=O)c2cc(C3=CCCCC3)cnc2O[C@@H]1CN(C)C(=O)Nc1ccc(F)cc1	-15	0	9	-2	-29[16.7 µM]	2	-0.4	1
O=C(NCc1cccc(Cl)c1)C1CCC(=O)N(CCCN2CCCC2=O)C1 (stereo not drawn)	-3	-2	-13	3	-2	-7	-0.2	0
Cn1c(SCC(=O)C(C)(C)C)nnc1-c1ccccn1	6	x	1	1	-14	x	x	-1
CCC[C@H](CN[C@@H](CNC)[C@H](C)CC)NCCc1cc(C(F)(F)F)cc(C(F)(F)F)c1	-4	4	21	-9	-2	8	-0.2	3
COc1ccc(C2=CC(c3cccc(OC)c3)n3nnnc3N2)cc1 (stereo not drawn)	4	8	-8	6	-2	-69	x	0
COc1ccc(NC(=O)CCCNC(=O)Cn2cnc3sc(C)c(C)c3c2=O)cc1Cl	x	0	9	6	x	-13	0.2	4
CN(C)/C=C/C1=C([N+](=O)[O-])C(c2cccc([N+](=O)[O-])c2)NC(=O)N1 (stereo not drawn)	12	2	2	-9	x	-18	x	-3
COc1ccccc1C(=O)Nc1ccnn1C1CCN(Cc2ccccc2OCCO)CC1	5	-2	8	1	-1	1	x	0
O=C(Nc1ccc(S(=O)(=O)Nc2nccs2)cc1)C1CC(=O)N(c2ccc(Cl)cc2)C1 (stereo not drawn)	x	2	-3	-4	x	1	0.4	1
CC(C)OC(=O)N(C)C[C@H]1OCc2ccccc2-c2c(n(C)c3ccccc23)C(=O)N([C@@H](C)CO)C[C@H]1C	-23	1	0	0	x	9	-0.5	0
COc1ccc2o/c(=N\O)c(C(=O)Nc3ccccc3OC)cc2c1	x	-1	5	7	x	-8	x	6
COCCN1C=C(C(=O)OC)C(c2ccccc2Cl)C(C(=O)OC)=C1	2	-131	0	-3	1	-7	x	-3
CCC(=O)N1C[C@@H](C)[C@H](OC)CN(C)C(=O)c2ccc(NC(=O)COC)cc2OC[C@H]1C	3	2	2	0	31[16.7 µM]	1	0.0	0
O=C(O)C(c1ccccc1)N1C(=O)/C(=C\c2ccc(-c3ccc(Br)cc3)o2)SC1=S (stereo not drawn)	5	-2	-75	-6	2	i	0.1	-1
O=C(COC(=O)c1cc([N+](=O)[O-])ccc1N1CCOCC1)c1ccccc1Cl	-1	3	-2	-2	6	3	0.2	4
CC(C)CN(C(=O)C1CCCO1)C1CCS(=O)(=O)C1 (stereo not drawn)	x	0	-6	5	x	3	-0.1	-1
Cc1ccc(Nc2nnc(-c3ccncc3)s2)c(Br)c1	-5	-1	-5	-4	-2	-6	x	1
Cc1cc(C(=O)NCc2ccccc2Cl)n(-c2ccccc2)n1	9	-1	-3	6	-1	-15	2.0	5
COc1cccc(OCCSc2nc(C)c(Cc3ccccc3)c(=O)[nH]2)c1	-8	-2	x	x	4	-11	x	x
O=C(CN1c2ccccc2S(=O)(=O)c2ccccc21)Nc1ccccc1F	0	-3	1	-2	-2	-14	x	1
Cn1c(SCC(=O)NC(=O)Nc2ccccc2)nnc1-c1ccncc1	5	-1	-9	2	1	-1	15	-1
O=C(Cc1ccccc1)Nc1ccc(NC(=O)c2ccc(Br)cc2)cc1	12	-2	6	3	-2	-11	6.8	-5
CCCC#Cc1ccc([C@H]2[C@H]3CN(C(=O)c4ccccc4)CC(=O)N3[C@H]2CO)cc1	5	3	x	x	x	-8	0.2	x
CCOC(=O)c1[nH]c(C)c(C(=O)N2CCN(C(=O)c3ccco3)CC2)c1C	3	-2	-17	1	-19	-10	x	-2
COc1cc(/C=N/NC(=O)c2cccc(NC(=O)c3ccccc3)c2)ccc1O	x	8	12	3	4	-4	0.1	-2
N#C/C(=C/c1ccc(N2CCCCCC2)o1)c1ccc(F)cc1	-91	x	6	0	1	x	x	-1
Clc1ccccc1-c1ccc2ncnc(NCc3cccs3)c2c1	x	2	8	3	x	-12	-0.2	26
Cc1nn(-c2cccc3cccnc23)c(=O)c2ccccc12	3	x	-2	-2	6	x	x	-1
O=C(COC(=O)c1cc(Br)ccc1O)NCCC1=CCCCC1	3	1	1	-2	-1	-30	x	-1
O=C(N/N=C/c1cccs1)c1n[nH]c2c1CCCC2	-23	x	-3	1	14	-19	75*	-6
O=C(CN1CCOCC1)N1CC2(C1)[C@@H](c1ccccc1)[C@@H](CO)N2Cc1ccc(F)cc1	0	3	x	x	x	-7	-0.3	x
Cc1cccc(-n2c(Cc3ccccc3)nnc2SCC(=O)N2CCOCC2)c1	13	-4	1	-3	1	5	x	0
Cc1c(Cl)cccc1N=c1c([N+](=O)[O-])nn(-c2ccccc2)n1O	6	2	-1	-2	3	-7	x	1
CCOC(=O)c1cc(=O)n(-c2ccc(Cl)cc2C)[nH]1	-5	4	6	3	-2	-2	-1.7	1
CC(=O)Oc1ccc(-n2c(=O)c3ccccc3c3ccccc3c2=O)cc1	-9	-1	x	x	-2	4	x	x
O=C(c1cccnc1)N1CCN(C(=O)c2ccccc2F)CC1	9	x	1	4	1	x	x	5
CC(/C=N/NC(=O)c1cccc(F)c1)=C\c1ccccc1	x	0	-4	0	7	-5	0.3	-9
N#CCCN(Cc1ccccc1)C(C(=O)NC1CCCCC1)c1cc2ccccc2o1 (stereo not drawn)	-4	-1	-5	-4	3	-2	-1.2	-23
C=CCOC(=O)C1=C[C@H](c2ccc(Br)cc2)C[C@H](OCc2ccc(CO)cc2)O1	-25&-12	-1	5&4	2&-2	-2	-22	0.0	-24&-1
O=C(Cc1ccc([N+](=O)[O-])cc1)NCCS(=O)(=O)N1CCN(c2ccccc2)CC1	6	-4	-4	-3	-5	-7	x	-1
CC1CCCCN1C(=O)CN1C(=O)NC2(CCCCC2C)C1=O (stereo not drawn)	1	3	-2	2	-10	-3	-0.2	-1
CC(C)c1nnc(NC(=O)C2CCN(C(=O)c3ccco3)CC2)s1	1	1	5	4	0	-16	x	6
CCOC(=O)CN(C(=O)CSc1nnc(-c2ccc(OC)c(OC)c2)o1)c1ccccc1	1	4	7	0	2	2	x	2
CCCN(C)C[C@H]1Oc2ncc(C#CC3(O)CCCC3)cc2C(=O)N([C@H](C)CO)C[C@H]1C	2	2	10	1	-10[16.7 µM]	-7	-0.3	-3
Cc1cccc(NC(=O)CSc2nnc(Cn3nnc(-c4ccccc4)n3)n2-c2ccccc2)c1	-21	x	4	-1	5	x	x	2
C[C@@H]1CN([C@H](C)CO)C(=O)c2cc(C#CC3CC3)cnc2O[C@@H]1CN(C)C(=O)Nc1ccccc1	1	-1	8	-1	-5[16.7 µM]	21	0.6	12
Cc1ccc(S(=O)(=O)Nc2ccc3c(c2)CC(=O)N([C@H](C)CO)C[C@H](C)[C@H](CN(C)S(=O)(=O)c2ccc(Cl)cc2)O3)cc1	8	x	-6	-1	0[16.7 µM]	x	1.3	1
C[C@H](CO)N1C[C@H](C)[C@H](CN(C)CC2CCCCC2)Oc2ccc(NC(=O)Nc3ccccc3)cc2CC1=O	3	2	7	-1	-21[16.7 µM]	6	0.0	61
O=C(O)c1ccccc1SCC(=O)N1CCCCC1	2	x	13	x	5	x	x	-20
COc1ccc(-n2c(Cc3cccn3C)nnc2SCC(=O)N2CCCc3ccccc32)cc1	-1	x	0	-1	1	x	x	-2
Brc1cccc(CNCc2cccs2)c1	4	x	3	7	11	x	-0.1	-3
C[C@@H]1CCCCO[C@H](CN(C)C(=O)c2ccncc2)[C@H](C)CN([C@@H](C)CO)C(=O)c2cc(NS(=O)(=O)c3cn(C)cn3)ccc2O1	-3	-1	4	-2	-1[16.7 µM]	6	1.5	0
N#CC1(NC(=O)CSc2nnc(-c3ccccc3F)n2N)CCCCC1	x	2	-2	5	x	0	x	-2
C[C@@H]1CN([C@H](C)CO)C(=O)c2cc(NS(=O)(=O)c3cccs3)ccc2O[C@H]1CN(C)C(=O)Nc1ccc(C(F)(F)F)cc1	4	-1	-10	3	-21[16.7 µM]	-17	0.1	-1
COc1cc(OC)cc(-c2c(-c3ccc(F)cc3)c3cc(-c4cnc(OC)nc4)ccc3n2C)c1	2	x	-12	4	-1	x	0.0	2
Cc1ccc(-n2cc(C(=O)c3ccccc3O)cn2)cc1	6	x	5	8	-1	x	x	-3

Not a retest: 4 of the compounds above.
SMILES	PGC1a acetyl inh	ERAP1 inh	RAD54 inh	PglD DTNB	miR-122 sensor	RAD52 inh	E-selectin induc	Cneo AK release
Cc1cccc(NC(=O)CSc2nnc(Cn3nnc(-c4ccccc4)n3)n2-c2ccccc2)c1	-21	x	4	-1	5	x	x	2
C[C@@H]1CN([C@H](C)CO)C(=O)c2cc(C#CC3CC3)cnc2O[C@@H]1CN(C)C(=O)Nc1ccccc1	1	-1	8	-1	-5[16.7 µM]	21	0.6	12
Cc1ccc(S(=O)(=O)Nc2ccc3c(c2)CC(=O)N([C@H](C)CO)C[C@H](C)[C@H](CN(C)S(=O)(=O)c2ccc(Cl)cc2)O3)cc1	8	x	-6	-1	0[16.7 µM]	x	1.3	1
C[C@H](CO)N1C[C@H](C)[C@H](CN(C)CC2CCCCC2)Oc2ccc(NC(=O)Nc3ccccc3)cc2CC1=O	3	2	7	-1	-21[16.7 µM]	6	0.0	61

(continued)
SMILES	PGC1a acetyl inh	ERAP1 inh	RAD54 inh	PglD DTNB	miR-122 sensor	RAD52 inh	E-selectin induc	Cneo AK release
CC(=O)c1c(O)cc(C)n(Nc2nc(C)cc(C)n2)c1=O	3	x	-7	-8	-6	x	x	2
CS(=O)(=O)c1ccc(-c2sc3cc4c(cc3c2C(=O)NN2CCOCC2)OCO4)cc1	23	2	-8	4	-1	-5	-0.1	-1
N#C[C@H]1[C@@H](c2ccccc2-c2cccc(F)c2)[C@@H](CO)N1C(=O)C1CCOCC1	6	-1	x	x	x	-3	0.0	x
Cc1cccc(-c2ccc([C@@H]3[C@H](CO)N4CCCCN(S(=O)(=O)c5ccccc5C)C[C@@H]34)cc2)c1	-22	0	13	5	-16[16.7 µM]	-29	-1.0	0
COc1ccccc1N(CC(=O)N1CCN(c2ccccc2)CC1)S(=O)(=O)c1ccc(C)cc1	1	1	-7	-2	-4	-7	-0.7	0
CC(=O)N(C)c1ccc(NC(=O)C(Sc2ccccc2)c2ccccc2)cc1 (stereo not drawn)	5	1	x	x	1	-8	5.4	x
CN1C(=O)c2cc(NC(=O)c3ccc(Cl)cc3)ccc2OC[C@@H]2O[C@H](CC(=O)O)CC[C@@H]21	4	x	-3	1	-10[16.7 µM]	x	0.0	-1
O=C(C1CCCCC1)N1CCCC(c2nc(-c3ccc(F)cc3)no2)C1 (stereo not drawn)	0	x	-3	3	0	x	x	2
Cc1noc(C)c1S(=O)(=O)N(C)C[C@@H]1Oc2c(NC(=O)C3CCCCC3)cccc2C(=O)N([C@H](C)CO)C[C@@H]1C	-5	4	-23	7	197*[16.7 µM]	21	0.0	-12
CN(CC(=O)NCc1ccc(F)cc1)S(=O)(=O)c1cccc2nsnc12	-33	x	-4	-2	1	x	x	1
Cc1ccc(S(=O)(=O)NCc2ccco2)c(C)c1C	-15	x	-13	1	107*	x	x	3
